# Screening results: PubChem BioAssay, Broad Institute
# LGR2 inh – inhibitors of bursicon-induced Drosophila LGR2 receptor cAMP signaling. AID 720647. HEK293 LGR2, CRE-luciferase, bursicon-stimulated, 4 h. inhibition, % at 9.99 µM. 0.35% of 380,000 active;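 active = drop in luminescence signal, shown as inhibition above about 50% in the replicate tests, limit read from the data, passing the limit was not always enough; inconclusive = probably only some replicates passing the limit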;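 also: agonist challenge used bursicon conditioned medium at about half maximal strength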
# SIRT5 block – blocks human SIRT5 desuccinylation of peptide. inhibition, % at 15 µM. Purified SirT5, succinyl-peptide AMC, trypsin-coupled fluorescence. 1.1% of 330,000 active; in the data active = inhibition above about 15%; inconclusive = no clear call, values can overlap the other calls
# Target sequence (Q9NXA8 whole entry, looked up): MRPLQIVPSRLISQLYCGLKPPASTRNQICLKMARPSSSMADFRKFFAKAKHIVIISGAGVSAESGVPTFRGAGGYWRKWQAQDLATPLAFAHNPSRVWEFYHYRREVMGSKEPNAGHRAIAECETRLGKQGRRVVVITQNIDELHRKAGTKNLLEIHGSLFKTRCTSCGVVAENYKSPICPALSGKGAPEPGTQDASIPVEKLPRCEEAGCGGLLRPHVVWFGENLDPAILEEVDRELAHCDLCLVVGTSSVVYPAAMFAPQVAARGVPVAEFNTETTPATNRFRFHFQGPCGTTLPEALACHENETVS
# esBAF inh – SWI/SNF esBAF complex inhibition; mouse ES cells, Bmi1-luciferase knock-in reporter, 24 h; 100% = twice the neutral-well signal; reporter increase, % at 12.5 µM; 2% of 350,000 active; AID 602393; in the data active = activation above about 40%; inconclusive = no clear call, values can overlap the other calls;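 also: 0% = median of the plate's neutral control wells and 100% = double that signal; a rise in the Bmi1 reporter signal indicates esBAF inhibition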
# S100A4 inh HTS – blocks human S100A4 binding to myosin IIA peptide; AID 652163; P26447; 0.14% of 360,000 active; inhibition, % at 10.7 µM; S100A4/TAMRA-MyoIIA peptide fluorescence polarization;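 active = mean inhibition of at least 70% across replicates, with every replicate also reaching that level; inconclusive = mean inhibition reaches 70% but some replicates fall short; inactive = mean inhibition below 70%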
# Target sequence (P26447 whole entry, looked up): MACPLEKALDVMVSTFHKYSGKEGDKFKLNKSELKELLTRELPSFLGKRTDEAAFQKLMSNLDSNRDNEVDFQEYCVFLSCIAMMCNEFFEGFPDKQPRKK
#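 Assay system: human S100A4 monomer with TAMRA-labelled myosin IIA peptide / Buffer or medium: Calcium-containing HEPES buffer, pH 7.2 / Reagent: TAMRA-labelled myosin IIA heavy-chain peptide probe, 5 nM / Compound: one dose per compound / Timing: polarization read 5 min after assay mix addition, stable 5–60 min / Benchmarks: neutral control DMSO, positive control TFP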
# CASP6 VEID inh – inhibitors of human caspase-6 | P55212 | purified caspase-6, Z-VEID-R110 cleavage fluorescence | inhibition, % at 12.5 µM | 0.53% of 350,000 active | AID 686996;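 active = mean inhibition across replicates at least about 35%, with every replicate also reaching that limit, limit read from the data; inconclusive = only one of the two criteria met; inactive = neither criterion met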;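 also: 0% = median of neutral control wells and 100% = no fluorescence left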
# Target sequence (P55212 24-179 limits assumed): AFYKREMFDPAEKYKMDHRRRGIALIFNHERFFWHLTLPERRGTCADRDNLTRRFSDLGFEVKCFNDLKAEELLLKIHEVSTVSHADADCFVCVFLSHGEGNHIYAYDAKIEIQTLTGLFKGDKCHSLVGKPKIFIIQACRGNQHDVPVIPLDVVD
# Target sequence (P55212 194-293 limits assumed): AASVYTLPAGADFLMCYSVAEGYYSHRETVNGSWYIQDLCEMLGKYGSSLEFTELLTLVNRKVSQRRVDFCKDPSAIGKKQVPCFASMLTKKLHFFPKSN
# C2C12 statin – protects C2C12 myotubes from simvastatin toxicity | ATP luminescence, 48 h; scaled: DMSO 0, geranylgeraniol control 100 | rescue of ATP level, % at 7.49 µM | 0.78% of 330,000 active;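 active = mean ATP rescue above about 67%, or every replicate alone reaching that limit, limit read from the data, passing the limit was not always enough; inconclusive = no clear call, values can overlap the other calls; inactive = mean under the limit and some replicate under it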;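 also: myotubes were challenged with 10 µM simvastatin during compound exposure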
# FN deposition inh – fibronectin deposition inhibition. AH1F fibroblasts, Alexa488-fibronectin deposition fluorescence, overnight. inhibition, % at 12.6 µM. 0.086% of 350,000 active. AID 743247;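 active = mean inhibition across replicates of 30% or more, regardless of how many single replicates reach that level; inconclusive = mean under 30% yet at least half of replicates reach 30%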;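 also: positive control wells lacked labelled fibronectin entirely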
#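 Schedule: 1 h cell adhesion before compound, then overnight fibronectin incubation; test system: AH1F fibroblast monolayer depositing Alexa488-labelled fibronectin into matrix; quantity: 10000 AH1F cells per well; probe or stimulus: fluorescent fibronectin at 24 nM final; signal: fluorescence, ex 485 nm, em 525 nm; evaluation: percent inhibition as loss of matrix-bound fibronectin fluorescence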
# * hit, by the source's call; ? = inconclusive; · = no result given. The list is partial; the hit share may differ from the screen's.
cpd	canonical_smiles	LGR2 inh	SIRT5 block	esBAF inh	S100A4 inh HTS
1	C[C@H]1CN([C@@H](C)CO)S(=O)(=O)c2ccc(-c3cccc(C(=O)N(C)C)c3)cc2O[C@@H]1CN(C)C	8	-3	-11	11
2	CCC(=O)Nc1ccc2c(c1)C(=O)N(C)C[C@H](OC)[C@@H](C)CN(C(=O)C1CCC1)[C@H](C)CO2	-10	-9	4	·
3	CCCCn1c(=O)[nH]c(=O)c2c1nc(-c1cc(Br)c(OCC)c(OC)c1)n2C	1	-7	0	0
4	O=C(CCN1C(=O)C2CCCCC2C1=O)Nc1ccc(Br)cc1F (stereo not given)	-12	-2	5	8
5	COc1ccc(C#Cc2ccc([C@@H]3[C@H](CO)N4CCCCN(C(=O)Nc5ccccc5F)C[C@@H]34)cc2)cc1	-4	-2	4	3
6	O=C(Nc1ncccc1O)c1ccc(C(=O)c2ccccc2)cc1	-39	5	21	0
7	Cc1ccc(S(=O)(=O)N[C@H]2CC[C@@H](CCn3cc(-c4cccnc4)nn3)O[C@H]2CO)cc1	13	-4	7	-5
8	C[C@@H]1CCCCO[C@@H](CN(C)C(=O)c2ccccc2)[C@@H](C)CN([C@H](C)CO)C(=O)c2cc(NC(=O)c3ccncc3)ccc2O1	-2	·	-9	·
9	CN(CC(=O)Nc1ccccc1Br)C(=O)c1cccc(S(=O)(=O)NCc2ccccc2)c1	2	-1	4	5
10	COc1ccccc1OCC(=O)Nc1cc(C(F)(F)F)ccc1-n1cncn1	-12	2	4	-1
11	CC(C)CC#Cc1ccc2c(c1)O[C@H](CN(C)Cc1ccc3c(c1)OCO3)[C@H](C)CN([C@@H](C)CO)S2(=O)=O	·	?	-7	-22
12	CC(=O)Nc1ccc(NC(=O)C(C)OC(=O)CN(C)S(=O)(=O)c2ccc(Cl)cc2)cc1 (stereo not given)	·	·	-7	·

cpd	CASP6 VEID inh	C2C12 statin	FN deposition inh
1	-1	10	·
2	·	8	1
3	-2	-108	-11
4	4	-23	-1
5	-1	-3	·
6	-3	16	-13
7	1	-1	·
8	·	9	·
9	1	3	-2
10	8	-14	-1
11	-4	-25	·
12	·	-7	1

# Among those listed so far, these have sulfur.
cpd	canonical_smiles	LGR2 inh	SIRT5 block	esBAF inh	S100A4 inh HTS
1	C[C@H]1CN([C@@H](C)CO)S(=O)(=O)c2ccc(-c3cccc(C(=O)N(C)C)c3)cc2O[C@@H]1CN(C)C	8	-3	-11	11
7	Cc1ccc(S(=O)(=O)N[C@H]2CC[C@@H](CCn3cc(-c4cccnc4)nn3)O[C@H]2CO)cc1	13	-4	7	-5
9	CN(CC(=O)Nc1ccccc1Br)C(=O)c1cccc(S(=O)(=O)NCc2ccccc2)c1	2	-1	4	5
11	CC(C)CC#Cc1ccc2c(c1)O[C@H](CN(C)Cc1ccc3c(c1)OCO3)[C@H](C)CN([C@@H](C)CO)S2(=O)=O	·	?	-7	-22
12	CC(=O)Nc1ccc(NC(=O)C(C)OC(=O)CN(C)S(=O)(=O)c2ccc(Cl)cc2)cc1 (stereo not given)	·	·	-7	·

cpd	CASP6 VEID inh	C2C12 statin	FN deposition inh
1	-1	10	·
7	1	-1	·
9	1	3	-2
11	-4	-25	·
12	·	-7	1

# Next part
cpd	canonical_smiles	LGR2 inh	SIRT5 block	esBAF inh	S100A4 inh HTS
13	CC(=O)c1ccc(N2C(=O)C3C4C=CC(CC4)C3C2=O)cc1 (stereo not given)	-3	-1	-3	2
14	C[C@@H]1CN([C@@H](C)CO)C(=O)c2cccc(NC(=O)c3ccc(-c4nccs4)cc3)c2O[C@H]1CN(C)C(=O)Nc1cccc2ccccc12	6	8	-3	2
15	COc1ccc(C2=NN(C(=O)CSc3nc4ccccc4s3)C(c3ccc(F)cc3)C2)cc1 (stereo not given)	-8	-9	·	-3
16	Cc1cc(NC(=O)CN(C)C)c([N+](=O)[O-])cc1C	-4	-5	-8	-2
17	COc1cc(CNCc2ccccn2)ccc1OCc1ccc(Cl)c(Cl)c1	-63	0	36	-2
18	O=C(COC(=O)c1n[nH]c2ccccc12)c1cc(F)ccc1F	6	·	·	2
19	Nc1cccc2c1C(=O)N(C(=O)c1cccc(S(=O)(=O)N3CCCC3)c1)C2=O	·	·	-7	·
20	COc1ccc(CNC(=O)C2CCC(=O)N(C3CCCCCC3)C2)c(OC)c1 (stereo not given)	1	·	-1	-10
21	Cc1ccc(NC(=O)C2CCN(S(=O)(=O)c3cccc4cccnc34)CC2)nc1	1	·	-3	-1
22	CCc1nnc(NC(=O)CCC(=O)N2CCC(Cc3ccccc3)CC2)s1	-5	-1	5	18
23	N#Cc1ccc(CCc2ccccc2)[nH]c1=O	-16	·	1	7
24	Cc1ccc(C)c(NC(=O)C(OC(=O)c2ccc(C)s2)c2ccccc2)c1 (stereo not given)	3	·	-5	·

cpd	CASP6 VEID inh	C2C12 statin	FN deposition inh
13	-3	-10	6
14	4	-29	1
15	1	·	0
16	0	18	-21
17	5	-5	6
18	1	·	6
19	·	138*	-1
20	-6	-23	2
21	-1	-3	-3
22	6	44	1
23	-8	2	-7
24	·	-3	10

# Carrying on:
cpd	canonical_smiles	LGR2 inh	SIRT5 block	esBAF inh	S100A4 inh HTS
25	Cc1cccc(C(=O)NCC(=O)OCC(=O)N2CC3(C)CC2CC(C)(C)C3)c1 (stereo not given)	7	-3	1	-7
26	CC(C)Oc1ccc(CC2CCC(=O)N(C)C2=O)cc1 (stereo not given)	·	-6	2	10
27	O=C(CSS(=O)(=O)O)N1CCN(C(=O)c2ccoc2)CC1	7	0	·	-8
28	Cc1ccc(C(=O)N(CC(=O)NC2CCCC2)c2ccccc2F)s1	·	0	-3	-4
29	CC(=O)Oc1ccc(-c2cc3ccccc3oc2=O)cc1	-33	-3	69*	-2
30	CN(CC(=O)Nc1ccccc1C(=O)NC1CC1)Cc1ccc(N(C)C)cc1	-6	2	3	0
31	O=C(Nc1ccc(F)cc1)c1sc(Cl)nc1-c1ccccc1	-8	·	-7	·
32	CCNc1nc(SC(C)C(=O)OC)nc(N2CCOCC2)n1 (stereo not given)	·	·	2	·
33	Cn1c(CCN2CCCCC2)nc2cc(NC(=O)NC3CCCCC3)ccc21	·	·	2	·
34	Cc1ccc(-c2nnc(Nc3ccc(C(N)=O)cc3)c3ccccc23)cc1S(=O)(=O)NCC1CCCO1 (stereo not given)	-3	1	·	-6
35	CCCC(=O)Nc1ccc2c(c1)C(=O)N(C)C[C@H](OC)[C@@H](C)CN(C(=O)CN(C)C)[C@@H](C)CO2	-7	-2	0	-17
36	Cc1ccc(NC(=O)CCC(=O)NNC(=O)c2ccccc2[N+](=O)[O-])c(C)c1	-13	-2	·	7

cpd	CASP6 VEID inh	C2C12 statin	FN deposition inh
25	0	3	-5
26	-4	-4	-2
27	-4	·	-3
28	-3	-1	3
29	-1	9	-2
30	-2	7	-1
31	·	9	-4
32	·	-18	-1
33	·	-13	-6
34	15	·	12
35	·	4	-7
36	1	·	0

# Carrying on.
cpd	canonical_smiles	LGR2 inh	SIRT5 block	esBAF inh	S100A4 inh HTS
37	CO[C@H]1CN(C)C(=O)c2ccc(NC(=O)c3nc4ccccc4s3)cc2OC[C@H](C)N(Cc2cncnc2)C[C@H]1C	-7	·	9	2
38	C=CCC[C@H](Cc1ccc(F)cc1)C(=O)OC[C@@H](Cc1c[nH]c2ccccc12)NC(=O)[C@H](CC=C)CC(=O)N(CCO)Cc1ccccc1	19	-1	10	-3
39	O=C(c1cccs1)N1CCN(c2cccc(Cl)c2)CC1	3	0	11	31
40	Cc1ccc(-c2noc(-c3ccoc3C)n2)cc1	·	3	34	-1
41	COc1cccc(CNC(=O)c2ccc(NS(=O)(=O)c3ccc4[nH]c(=O)[nH]c4c3)cc2)c1	-5	3	-8	0
42	CC(=O)O[C@H]1CC[C@@]2(C)[C@@H](CC[C@H]3[C@@H]4CC[C@H](C(C)O)[C@@]4(C)CC(=O)[C@@H]32)C1 (stereo not given in full)	1	23*	-1	-1
43	Cc1ccc(NC(=O)C2CCN(C(=O)N3CCOc4ccccc43)CC2)cc1	5	-5	-5	-9
44	CCN1[C@@H]2c3ccc(-c4ccc(OC)cc4)c(=O)n3C[C@@H]2[C@@H](CO)[C@@H]1C(=O)NC1CCC1	9	-15	1	4
45	Cc1ccc(S(=O)(=O)N2CCN(C(=O)C3Cc4ccccc4CN3C(=O)c3ccco3)CC2)cc1 (stereo not given)	6	·	5	·
46	CN1CCN(S(=O)(=O)c2cccc(C(=O)Nc3sc4c(c3-c3nc5ccccc5[nH]3)CCCC4)c2)CC1	-24	-3	·	-4
47	O=C1CC(SC2=NCCS2)C(=O)N1c1cccc(Cl)c1Cl (stereo not given)	-16	2	·	0
48	CC(OC(=O)CCNS(=O)(=O)c1ccc(Cl)cc1)C(=O)N(C)Cc1ccccc1 (stereo not given)	-18	-1	-9	-6

cpd	CASP6 VEID inh	C2C12 statin	FN deposition inh
37	0	17	2
38	-3	24	-7
39	1	-4	-2
40	-4	3	-1
41	-1	-2	-2
42	-1	6	13
43	-1	4	-3
44	7	-6	·
45	·	98*	·
46	0	·	0
47	4	·	-6
48	0	0	-1

# Next section.
cpd	canonical_smiles	LGR2 inh	SIRT5 block	esBAF inh	S100A4 inh HTS
49	COCC#Cc1cnc2c(c1)C(=O)N([C@@H](C)CO)C[C@H](C)[C@H](CN(C)C(=O)Nc1ccccc1OC)O2	-9	1	-3	-2
50	COC(=O)c1ccc2nc(-c3cccc(Cl)c3)c(Cc3ccccc3OC)n2c1	-45	-1	17	-2
51	CC(C)OP(=O)(OC(C)C)C(NC(=O)c1cccc([N+](=O)[O-])c1)C(N)=O (stereo not given)	·	·	-5	·
52	Cc1ccc(S(=O)(=O)N[C@@H](CO)C(=O)N[C@@H](Cc2ccc(O)cc2)C(=O)O)cc1	8	21*	-2	-4
53	COC(=O)[C@]12C[C@H](CC(=O)NCCC(C)C)C(=O)N(CCC3=CCCCC3)C1=C[C@H](COCc1ccccc1)O[C@@H]2C	23	·	·	-6
54	Nc1ccc2nc(SCc3ccc([N+](=O)[O-])cc3)sc2c1	-32	-1	?	-2
55	NC(=O)CCS(=O)(=O)CCN1CCCCC1	3	·	-3	·
56	O=C(CN1C(=O)C2C3C=CC(C3)C2C1=O)N1CC(=O)N(CCc2ccccc2)C(=O)C1 (stereo not given)	20	·	-7	·
57	O=C(NCC(O)c1ccc([N+](=O)[O-])cc1)c1cccc(S(=O)(=O)N2CCOCC2)c1 (stereo not given)	19	-1	·	-2
58	COC(=O)c1cccc(NC(=O)C23CC4CC(C2)CC(n2cncn2)(C4)C3)c1	·	·	-12	·
59	O=C(Cc1cccnc1)N1CC2(C1)[C@H](c1ccccc1)[C@H](CO)N2C(=O)C1CCCC1	2	-4	·	16
60	C=CCNc1nnc(Cl)c2ccccc12	-9	26*	·	6
61	CN1C(=O)c2cc(NS(C)(=O)=O)ccc2OC[C@H]2O[C@H](CC(=O)NC3CCCCC3)CC[C@H]21	-3	-2	1	1
62	C[C@H]1CN([C@@H](C)CO)C(=O)c2cc(C#Cc3ccncc3)cnc2O[C@@H]1CN(C)CC1CCCCC1	-1	7	5	-2

cpd	CASP6 VEID inh	C2C12 statin	FN deposition inh
49	0	·	-29
50	-1	13	-4
51	·	2	1
52	2	-2	0
53	-2	·	-5
54	-2	5	·
55	·	7	·
56	·	-7	·
57	-3	·	10
58	·	-2	-1
59	0	·	-4
60	-1	·	·
61	0	5	-7
62	-2	11	·
